High-throughput results: PubChem, several laboratories
TNAP activators – human TNAP enzyme activators, primary screen, biochemical, luminescent, no phosphate acceptor, uHTS (AID 1001); 200,000 compounds, 0.03% hits; purified TNAP, luminescent activation assay, no phosphate acceptor; higher activation fold means a stronger effect; Alkaline phosphatase, tissue-nonspecific isozyme (Homo sapiens); activation fold at 20 µM; hits with a dose series show EC50 in µM; in the data active means activation fold from about 3, or a potency from the dose series; inactive means the rest, 99 in 100 with activation fold below about 1.6; further: many of its hits are not listed in these tables
Myeloid diff MLP – induction of myeloid progenitor differentiation, primary screen, cell-based, flow cytometry, MLPCN library | ER-HoxA9 myeloid progenitors, lysozyme-GFP differentiation | AID 624256, 2012 | 360,000 compounds, 1% hits | calls only at 10 µM;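 active means normalized GFP-positive differentiation at or above the plate's own cutoff, the solvent-only control mean plus 3 SD; inconclusive means no clear call, values can overlap the other calls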;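 further: cells exposed to compound for four days before flow analysis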
SV40 large T antigen – SV40 large T antigen inhibitors, biochemical (AID 1903); SV40 large T antigen ATPase/helicase inhibition assay; higher % means a stronger effect; inhibition, % at 20 µM, or IC50 in µM where a hit was titrated; 310,000 compounds, 0.39% hits; in the data active means a potency from the dose series; inconclusive means inhibition mostly from about 32% at the one dose, without a potency; inactive means the rest, 99 in 100 with inhibition below about 32%; further: strong numbers were not always called active
NTR1 agonist – agonists of NTR1, primary screen, imaging, U2OS cells, beta-arrestin-GFP, high content (AID 493036); Neurotensin receptor type 1 (Homo sapiens), P30989; NTR1-U2OS beta-arrestin-GFP spot imaging, agonist mode; activation, % at 20 µM; 330,000 compounds, 0.17% hits;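 active means activation at or above 40% of the spot to cytoplasm intensity ratio, with at least 20 cells analyzed; inconclusive means wells under 20 cells, flagged as cytotoxic or low count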;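 further: 0% = DMSO without peptide and 100% = 100 nM NTR1 peptide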
Target sequence (P30989 whole entry, looked up): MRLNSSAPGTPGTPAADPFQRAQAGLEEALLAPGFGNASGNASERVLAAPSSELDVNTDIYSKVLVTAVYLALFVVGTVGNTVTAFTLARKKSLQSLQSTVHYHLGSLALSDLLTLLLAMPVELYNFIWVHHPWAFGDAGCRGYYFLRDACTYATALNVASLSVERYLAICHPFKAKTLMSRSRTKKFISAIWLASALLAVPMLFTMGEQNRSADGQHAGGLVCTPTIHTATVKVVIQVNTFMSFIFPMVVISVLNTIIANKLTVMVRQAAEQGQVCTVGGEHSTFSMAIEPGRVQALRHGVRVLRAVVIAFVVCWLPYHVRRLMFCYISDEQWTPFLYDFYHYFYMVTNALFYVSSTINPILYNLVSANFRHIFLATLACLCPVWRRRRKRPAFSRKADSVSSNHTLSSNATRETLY
RSV CPE inhibition – RSV antiviral activity via CPE protection, HEp-2 cells, primary 10 µM value included (AID 2391). CPE inhibition, % at 10 µM; hits with a dose series show IC50 in µM. 310,000 compounds, 0.13% hits. HEp-2 cells, RSV-induced CPE inhibition; higher % means a stronger effect; in the data active means a potency from the dose series; inconclusive means CPE inhibition mostly from about 23% at the one dose, without a potency; inactive means the rest, 99 in 100 with CPE inhibition below about 21%; further: strong numbers were not always called active
UTI89 phage lysis – inhibition of K1F phage lysis, E. coli UTI89, bacterial capsule biogenesis inhibitors, alamar blue (AID 488966); inhibition, % at 100 µM; hits with a dose series show IC50 in µM; E. coli UTI89 K1F phage lysis, alamar blue, 2 h; higher % means a stronger effect; 340,000 compounds, 0.02% hits;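 active means phage lysis inhibition, versus mean bacterial control, above a set limit; inconclusive means no clear call, values can overlap the other calls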;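 further: capsule biogenesis inhibitors block K1F phage lysis so surviving cells raise fluorescence; higher fluorescence means more inhibition of phage lysis; actives were called in the ten point dose series up to 300 µM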
T cell modulator – modulators of CD8 T cell-vesicle binding, primary screen, mouse 2C CD8+ T cells, flow cytometry; 330,000 compounds, 0.068% hits; 2C CD8+ T cell-vesicle binding; active compounds read low; AID 2052, 2009; calls only at 7 µM;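 active means response, share of CD8 T cells binding vesicles, and their 90th percentile fluorescence all below set limits, cut at about 80% in these data, passing the limit was not always enough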
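Assay system: 2C TCR transgenic mouse naive CD8+ T cells, MACS-purified | Read-out: CD8+ gate FL2 mean fluorescence as % of same-row positive control | Signal: High-throughput flow cytometry with anti-B7-1 and anti-CD8 staining | Timing: Binding step 1.5 h, 37 °C, antibody labelling 20 min, ice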
MgcRacGAP inhibition – MgcRacGAP GTPase-activating activity inhibitors, confirmation, biochemical, ADP Hunter fluorescence. 340,000 compounds, 0.6% hits. one-dose inhibition, % at 30 µM; IC50 in µM for titrated hits. MgcRacGAP-stimulated Rac1 GTP hydrolysis, ADP Hunter fluorescence; higher % means a stronger effect; GST-tagged Rac1 F28L mutant substrate. Rac GTPase-activating protein 1 (Homo sapiens);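 active means first-screen hits whose inhibition reached a set limit at any dose in the follow-up dose series; inconclusive means inhibition above the set first-screen limit but never retested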;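 further: fluorescence reports GDP produced by GAP-driven GTP hydrolysis; strong numbers were not always called active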
Salmonella PhoP GFP – inhibitors of PhoP regulon expression, primary screen, Salmonella Typhimurium, GFP reporter (AID 1863) | S. Typhimurium PhoP-regulated promoter GFP reporter, 4 h; higher % means a stronger effect | inhibition, % at 50 µM; hits with a dose series show IC50 in µM | 300,000 compounds, 0.16% hits;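 active means inhibition over 29.93%, a cutoff 3 SD above the screen mean, later confirmed by dose response; inconclusive means inhibition over 29.93% but no dose response follow-up; inactive means inhibition at most 29.93% or unconfirmed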;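 further: 0% = low Mg2+ inducing control and 100% = high Mg2+ repressing control; strong numbers were not always called active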
T cell modulator vesicle-bound % – second read-out of T cell modulator, no call of its own (marks repeat the call); double positive events, %; measured here: CD8+ vesicle-bound cell fraction;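 binding gate set so that unloaded-vesicle control wells show 10% double positive cells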
NTR1 agonist cell count 20 µM – further read-out of NTR1 agonist, marked with its call; cell count; measured here: cell count, cytotoxicity flag
Myeloid diff MLP GFP+ MAC1+ % – also measured in Myeloid diff MLP; calls as there; GFP+ MAC1+ double positive, %; measured here: differentiation confirmed by MAC1 staining
The depositor's hits bear a star; i = inactive; u = inconclusive; x = not tested or not shown; [ ] = dose if it differs, or a comment.

SMILES	TNAP activators	Myeloid diff MLP	Myeloid diff MLP GFP+ MAC1+ %	SV40 large T antigen	NTR1 agonist	NTR1 agonist cell count 20 µM	RSV CPE inhibition	UTI89 phage lysis	T cell modulator	T cell modulator vesicle-bound %	MgcRacGAP inhibition	Salmonella PhoP GFP
COc1ccc(C(=O)CN2CCN(CCN3C(=O)c4cccc5cccc(c45)C3=O)CC2)cc1	x	i	0.3	-2%	0.1	57	-1.2%	-0.1%	i	15	7%	x
N#Cc1ccc(CSc2ccccn2)c(Cl)c1	x	i	0.3	11%	1.4	60	u	0.0%	i	65	8%	2%
c1ccc2c(-n3cccn3)cccc2c1	0.9	i	0.8	19%	-0.1	48	3.0%	0.8%	i	54	10%	14%
COc1ccccc1-c1nnc(NC(=O)CCS(=O)(=O)c2ccccc2)o1	x	i	0.4	12%	0.7	67	1.9%	-0.3%	i	31	5%	-7%
Cc1ccccc1-n1nc2c(c1NC(=O)C1CCCC1)CS(=O)(=O)C2	x	i	1.3	-1%	0.1	67	1.4%	-0.3%	i	12	-13%	0%
O=C(CSc1nc2c(sc3ccccc32)c(=O)n1Cc1ccco1)NCC1CCCO1 (centres undefined)	1.1	i	0.3	1%	18	87	4.3%	0.5%	i	20	7%	-4%
CCNC(=O)CN(c1ccc(Cl)cc1)S(=O)(=O)c1ccccc1	1.1	i	0.7	1%	-4.6	87	1.3%	0.2%	i	21	7%	-7%
COc1ccc(CN(C)C(=O)c2cccc(C(=O)N(C)Cc3ccc(OC)cc3)c2)cc1	x	i	0.5	7%	3.4	56	4.3%	1.1%[50 µM]	i	21	11%	1%
CC(=O)Nc1ccc(NC(=O)c2ccccc2N(C)S(C)(=O)=O)cc1	1.1	i	1.1	21%	0.1	76	1.3%	1.7%	i	11	-2%	-8%
C=CCn1c(SCc2csc(C)n2)nc2sc3c(c2c1=O)CCCCC3	1	i	0.7	-2%	15	86	u	-0.5%	i	27	3%	15%
Cc1nc(-c2ccccc2OC(F)(F)F)[nH]c(=O)c1Cl	x	i	1.0	3%	4.3	54	x	-0.8%	i	18	-4%	-8%
CCOC(=O)c1sc(NC(=O)c2ccc(S(=O)(=O)N(C)C)cc2)cc1C	1.1	i	1.8	12%	3.7	78	0.3%	0.2%	i	37	7%	-3%
Cc1nc2ccc(NS(=O)(=O)c3ccc(Br)cc3)cc2s1	x	i	1.4	x	2.0	52	2.5%	-0.2%	i	39	-2%	x
Cc1nn(C)c(C(=O)N2CCc3ccccc32)c1Cl	1.1	i	1.1	23%	-1.4	78	4.5%	0.1%	i	31	5%	-7%
CC(C(=O)N(C)c1ccccc1)N1CCN(C(=O)c2ccccc2)CC1 (centres undefined)	x	i	0.5	2%	0.1	87	1.3%	-0.2%	i	36	4%	8%
CCCc1cc(=O)oc2cc(OCC(=O)N3CCc4ccccc43)ccc12	1.1	i	0.8	4%	1.2	37	3.7%	0.2%	i	54	-4%	21%
COCC(=O)N/N=C/c1ccc(Sc2nc3ccccc3s2)o1	1.1	i	0.6	14%	0.3	76	1.3%	2.5%	i	5	10%	3%
Nc1ccc(-c2ccc(N)c(C(=O)O)c2)cc1C(=O)O	x	i	0.3	u	-1.9	64	1.0%	0.2%	i	25	22%	0%
Cc1cc(C(=O)N/N=C/c2ccc(O)c([N+](=O)[O-])c2)n[nH]1	0.8	i	0.2	2%	1.1	96	1.1%	0.0%	i	64	6%	-8%
COc1ccc(CN2CCS(=O)(=O)CC2)cc1OC	1.1	i	0.5	1%	-0.1	48	-0.5%	-0.6%	i	48	-2%	5%
CCC(=O)n1nc(-c2ccccc2)nc1NCc1ccccc1	0.7	i	0.9	19%	2.7	88	1.6%	-0.3%	i	18	-1%	-7%
CN1CCN(C(=O)Cn2c(C(F)(F)F)nc3ccccc32)CC1	1.2	i	0.6	14%	3.0	57	0.4%	4.1%	i	8	8%	-2%
Cc1cccc(C)c1OCC(=O)Nc1ccc(N2CCOCC2)cc1	1	i	0.4	1%	-0.9	27	-0.4%	0.1%	i	4	10%	-7%
CCN(CC)S(=O)(=O)c1cccc(C(=O)Nc2cc(C)nn2-c2ccccc2)c1	1.1	i	2.9	8%	6.6	50	1.1%	2.4%[50 µM]	i	55	4%	13%
Cc1ccc(SCC(=O)OCc2csc(CC(=O)Nc3ccccc3C)n2)cc1C	x	i	0.7	x	-2.2	59	1.6%	0.4%[50 µM]	i	32	5%	x
Cc1ccc2[nH]c(=O)c(C3=NN(C(=O)CCC(=O)O)C(c4cccs4)C3)c(-c3ccccc3)c2c1 (centres undefined)	1.1	i	0.1	14%	0.3	69	3.3%	-0.2%	i	8	10%	-10%
COC(=O)c1nnn(-c2ccccc2)c1N	1	i	0.8	-1%	-0.4	86	1.7%	-0.2%	i	14	-1%	-5%
O=C(NCc1ccncc1)c1ccc(Oc2ccccc2)cc1	1	i	0.4	3%	-1.8	50	2.0%	-0.2%	i	41	3%	-1%
CCOC(=O)c1ccc(-n2nc(C)cc2C)cc1	x	i	0.3	5%	-0.4	60	1.9%	0.9%	i	19	7%	-3%
COc1cc(/C=C(/C#N)C(=O)Nc2ccccc2)ccc1OCc1ccc(C(=O)O)cc1	1.1	i	0.3	4%	-0.3	83	1.5%	0.0%	i	55	4%	-9%
O=C(CSc1nc2ccccc2c(=O)[nH]1)Nc1cccc([N+](=O)[O-])c1	x	i	0.1	14%	3.1	70	2.6%	-0.1%	i	68	10%	-5%
CN(C(=O)COC(=O)c1ccc(S(=O)(=O)N2CCOCC2)cc1)c1ccccc1	x	i	1.7	x	2.2	35	x	1.1%	i	46	4%	x
O=C(O)CC(NC(=O)Cc1ccccc1)c1ccccc1 (centres undefined)	x	i	0.2	9%	0.6	54	0.6%	-0.3%	i	31	0%	-4%
O=C(OCC(=O)N1CCOCC1)c1ccccc1OCc1ccc(Cl)cc1	x	i	0.6	x	1.3	63	x	1.4%	i	51	5%	x
CC(NC(=O)COc1ccc(S(=O)(=O)N2CCOCC2)cc1)c1ccccc1 (centres undefined)	x	i	0.2	x	-0.7	47	-0.4%	1.2%[50 µM]	i	44	2%	x
COc1cccc(C(=O)NC(=S)Nc2ccc([N+](=O)[O-])cc2C)c1	0.9	i	0.3	10%	5.7	53	1.3%	4.2%	i	44	6%	10%
C#Cc1cccc(NC(=O)C2CCN(C(C)=O)CC2)c1	1.1	i	0.3	3%	-0.3	57	1.2%	0.0%	i	40	7%	0%
CC(C)c1nc2cc(C(=O)N3CCNC(=O)C3c3ccc(F)cc3)ccc2o1 (centres undefined)	x	i	1.3	-3%	0.9	57	11%	0.5%	i	26	7%	0%
O=C(Nc1cccc(S(=O)(=O)N2CCOCC2)c1)c1cnn2c(C(F)F)cc(-c3ccccc3)nc12	1.1	i	0.9	3%	4.7	19	2.4%	-0.1%	i	0	4%	-4%
CN(Cc1ccccc1)C(=O)COc1ccc(C(C)(C)C)cc1	x	i	0.8	11%	1.1	78	7.7%	0.0%	i	46	-4%	-2%
CC(=O)N(CCS(=O)(=O)c1ccc(Cl)cc1)Cc1cccs1	x	i	0.5	9%	2.0	41	x	0.4%	x	x	3%	3%
CC(=O)c1cccc2c(O)c(C3=Nc4ccccc4C3=O)[nH]c12	0.7	i	0.3	18%	-0.6	43	1.4%	-5.9%	i	34	12%	1%
CN(Cc1nc(-c2cnccn2)no1)Cc1n[nH]c2c1CCCC2	0.7	i	0.2	-7%	x	x	x	-1.5%	x	x	-46%	10%
N#CC1=C(Nc2ccccc2)SC=C(c2ccc(F)cc2)N=C1N1CCOCC1	1.1	x	x	10%	-0.7	54	0.6%	x	i	51	x	-12%
CC(C)(Cl)C1Cc2cc3ccc(=O)oc3cc2O1 (centres undefined)	1.1	i	2.1	10%	-0.7	59	1.4%	2.9%	i	33	4%	-4%
COc1ccccc1CC(=O)Nc1ccc(-c2noc(COc3cccc(C)c3C)n2)cc1	1	i	7.7	-8%	2.1	62	1.1%	-1.1%	i	33	12%	8%
Cc1ccc(C(=O)NCc2ccc3c(c2)OCO3)o1	x	i	1.2	-3%	0.7	47	-0.1%	1.5%	i	20	7%	1%
Cc1oc2ccc(O)cc2c1C(=O)OC(C)C	1.1	i	2.8	9%	-0.7	43	7.2%	-0.9%	i	21	4%	5%
COC(=O)c1sc(NC(=O)CSc2nnc(Cn3nnc4ccccc43)n2C)nc1C	1.1	i	0.9	-5%	0.7	57	-0.5%	1.0%	i	32	-13%	-12%
CCc1cccc2c(C(=O)C(F)(F)F)cn(CC(=O)N3CCOCC3)c12	1.1	i	0.1	-2%	-1.1	80	-0.1%	0.1%	i	48	3%	5%

(next part)
SMILES	TNAP activators	Myeloid diff MLP	Myeloid diff MLP GFP+ MAC1+ %	SV40 large T antigen	NTR1 agonist	NTR1 agonist cell count 20 µM	RSV CPE inhibition	UTI89 phage lysis	T cell modulator	T cell modulator vesicle-bound %	MgcRacGAP inhibition	Salmonella PhoP GFP
O=[N+]([O-])c1cccc(S(=O)(=O)N2CCc3ccccc3C2)c1	x	i	0.4	5%	1.7	68	1.8%	0.9%	i	54	6%	1%
Cc1nc2ccccc2c(=O)n1/N=C/c1cn[nH]c1-c1ccccc1	x	i	0.5	11%	5.5	54	2.3%	x	i	45	x	-9%
CCCSc1cc(NCCOC(=O)CCC)c([N+](=O)[O-])c2nonc12	1	i	0.2	18%	32	37	40%	-1.4%	i	23	-1%	-1%
COc1ccc(C(NC(=O)/C=C\c2ccco2)c2ccc(OC)c(OC)c2)cc1 (centres undefined)	1	i	1.8	31%	1.0	104	-0.4%	-0.1%	i	30	16%	-8%
